PKA-R2B act – activates the human PKA-R2B holoenzyme complex; PKA-R2B holoenzyme dissociation, Cy5-IP20 fluorescence polarization; R2B truncated from residue 108, S112A mutant; 0% DMSO only, 100% 113 µM cGMP; activation, % at 11.4 µM; 340,000 compounds, 0.079% hits;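 active = activation above a cutoff set at the mean over all compounds plus 3 SD, cut at about 18% in these data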;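 note: higher means more holoenzyme dissociation and a rise in polarization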
Target sequence (P31323 whole entry, looked up, other chains not shown, the tested form may be a part): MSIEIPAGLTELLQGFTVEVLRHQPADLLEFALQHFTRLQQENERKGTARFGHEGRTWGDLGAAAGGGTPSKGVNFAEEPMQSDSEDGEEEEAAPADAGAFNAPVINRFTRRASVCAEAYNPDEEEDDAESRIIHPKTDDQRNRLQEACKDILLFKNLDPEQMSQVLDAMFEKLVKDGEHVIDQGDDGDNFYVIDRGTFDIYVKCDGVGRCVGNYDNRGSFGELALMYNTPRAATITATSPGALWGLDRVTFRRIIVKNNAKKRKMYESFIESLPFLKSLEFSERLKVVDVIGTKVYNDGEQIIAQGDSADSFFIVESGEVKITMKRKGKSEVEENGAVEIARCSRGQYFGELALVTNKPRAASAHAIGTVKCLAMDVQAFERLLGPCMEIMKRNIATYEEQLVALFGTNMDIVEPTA
OPRM1-OPRD1 ag – agonists of human mu-delta opioid receptor heterodimerization. AID 504326. P35372+P41143. activation, % at 9.3 µM. 340,000 compounds, 0.3% hits. cells, OPRM1-OPRD1 heterodimerization, luminescence; in the data active = activation above about 18%;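 note: 0% = vehicle-treated cells and 100% = reference agonist; values of inactives mirror those of a sister screen read the other way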
PKA-R1A act – activates the PKA-R1A holoenzyme complex; PKA-R1A dissociation, Cy5-IP20 fluorescence polarization; scaled: DMSO 0%, 113 µM cGMP 100%; P00514+P68181; 340,000 compounds, 0.083% hits; activation, % at 11.4 µM;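 active = percent activation above the mean of all tested compounds plus 3 SD, cut at about 19% in these data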;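 note: higher means more PKAc released from R1A so a rise in polarization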
AddAB inh – less growth of phage-infected E. coli with AddAB. inhibition, % at 11.9 µM. AID 435030. 330,000 compounds, 0.29% hits. E. coli expressing H. pylori AddAB, absorbance growth; in the data active = inhibition above about 12%;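 note: 0% = vehicle wells of infected cells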
Tat export inh – inhibitors of E. coli Tat protein transport; E. coli MC4100 TorA-mCherry Tat export, fluorescence; inhibition, % at 10 µM; 340,000 compounds, 0.036% hits; AID 488895;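 active = mean replicate inhibition at least 50% and at least half of replicates individually reaching 50%; inconclusive = only one of the two criteria met; inactive = neither criterion met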;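 note: exported cargo escapes ClpAP degradation while cytoplasmic cargo is degraded and loses fluorescence; 0% = median of neutral control wells and 100% = median of NaSCN control wells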
E coli growth – counter-screen for AddAB inhibitors: E. coli growth inhibition; inhibition, % at 11.9 µM; 330,000 compounds, 0.27% hits; E. coli V3065 growth, OD600 absorbance, 18 h;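 active = inhibition above the campaign's mean inhibition across all tested compounds plus 3 SD, cut at about 9.9% in these data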;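 note: uninfected addAB+ strain grown without phage in ampicillin broth; 0% = DMSO wells and 100% = ciprofloxacin 0.95 µg/ml wells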
PfHsp90 set2 – reduces growth (ATP signal) of yeast expressing P. falciparum Hsp90. S. cerevisiae expressing PfHsp90, BacTiter-Glo ATP, 48 h; yeast lacking PDR1 and PDR3 efflux regulators. inhibition, % at 9.4 µM. 310,000 compounds, 0.32% hits. AID 504621;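 active = every replicate shows inhibition above about 80%, whatever the replicate mean, limit read from the data; inconclusive = mean inhibition reaches the set limit but some replicate falls short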;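 note: 0% = DMSO neutral controls and 100% = 20 µM radicicol positive controls; yeast relying on Plasmodium falciparum Hsp90 in place of its own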
OPRM1-OPRD1 inv – mu-delta opioid heterodimer inverse agonism; inhibition, % at 9.3 µM; AID 504357; cell-based MOR-DOR heterodimer luminescence; 340,000 compounds, 0.21% hits; in the data active = inhibition above about 22%, passing the limit was not always enough;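 note: 0% = cells with DMSO and 100% = wells without cells with DMSO; values of inactives mirror those of a sister screen read the other way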
phage Ecoli inh – E. coli growth loss with phage present; 360,000 compounds, 0.26% hits; growth absorbance; inhibition, % at 11.9 µM; in the data active = inhibition above about 11%
Mot1-301 SUMO – inhibitors of SUMOylation pathway: yeast Mot1-301 growth rescue | growth rescue, % at 18.8 µM | 320,000 compounds, 1% hits | S. cerevisiae Mot1-301 growth rescue, ATP luminescence, 38.5C; percent above DMSO median, 100 means doubled;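 active = every valid replicate shows activation above 250% relative to neutral control wells; inactive = the rest, any valid replicate at or below 250%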;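 note: OY570 slx delta 5 strain wells were the positive control but not used for scaling; some compounds called inactive have numbers as strong as hits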
HTR5A inv ctr – counter-screen for OPRM1-OPRD1 inverse agonists: human HTR5A inverse agonism. 340,000 compounds, 0.083% hits. HTR5A cell line, luminescence. inhibition, % at 9.3 µM. P47898; in the data active = inhibition mostly above about 23%, no sharp cut-off; inactive = mostly below about 18%;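 note: 0% = cells with DMSO and 100% = no-cell wells with DMSO; some compounds called inactive have numbers as strong as hits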
Target sequence (P47898 whole entry, looked up): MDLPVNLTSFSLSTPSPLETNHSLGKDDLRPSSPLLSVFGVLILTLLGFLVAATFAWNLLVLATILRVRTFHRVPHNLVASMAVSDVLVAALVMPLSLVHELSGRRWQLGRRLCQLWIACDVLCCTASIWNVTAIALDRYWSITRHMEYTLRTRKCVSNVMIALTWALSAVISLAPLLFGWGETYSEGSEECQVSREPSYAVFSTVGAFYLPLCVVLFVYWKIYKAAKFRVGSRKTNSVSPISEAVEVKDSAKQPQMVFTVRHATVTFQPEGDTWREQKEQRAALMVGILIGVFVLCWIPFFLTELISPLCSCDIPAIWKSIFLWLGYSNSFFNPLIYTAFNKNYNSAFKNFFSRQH
The depositor's hits bear a star; ? = inconclusive; nt = no result given.

SMILES | PKA-R2B act | OPRM1-OPRD1 ag | PKA-R1A act | AddAB inh | Tat export inh | E coli growth | PfHsp90 set2 | OPRM1-OPRD1 inv | phage Ecoli inh | Mot1-301 SUMO | HTR5A inv ctr
CC1CN(CC(=O)NCc2ccc(F)cc2)CC(C)O1 (stereo unspecified) | 6.9 | -2.7 | 0.3 | 2.0 | 1.5 | -1.1 | -3.1 | 14.7 | 2.6 | 92.1 | 2.2
CC(=O)N1c2ccc(S(=O)(=O)N(C)CC(=O)NC3CCCCC3C)cc2CC1C (stereo unspecified) | -2.1 | -0.3 | -7.6 | 2.1 | 1.6 | -1.4 | 12.0 | 1.4 | nt | 6.3 | -26.5
CN(Cc1ccccc1)c1cc(Cl)nc(N)n1 | 5.8 | -2.5 | -0.9 | 1.4 | 7.2 | -0.1 | -8.0 | 13.0 | 2.9 | 8.6 | -4.0
CCCCOc1ccc(C(=O)OC2CC(C)N(C)CC2C)cc1 (stereo unspecified) | -4.1 | 1.8 | 8.5 | 0.2 | -3.0 | 1.8 | 0.3 | -10.4 | 4.0 | 0.9 | -1.8
O=C(O)CCc1ccc(-c2cccs2)n1CC1CCCO1 (stereo unspecified) | 10.7 | -1.3 | -2.4 | 1.5 | -4.7 | -0.6 | 27.8 | 6.6 | 2.2 | nt | -0.4
COc1ccc(C(=O)Nc2ccc(N3CCCC3)cc2)cc1Br | -4.6 | -1.3 | 0.7 | -0.5 | -9.4 | -1.7 | -3.2 | 6.5 | 2.4 | -4.8 | 6.8
COc1cccc2cc(-c3cn4cccc(C)c4n3)c(=O)oc12 | 4.1 | -1.3 | 4.3 | 2.1 | 0.0 | -0.2 | 4.0 | 8.0 | -0.3 | 6.4 | -20.2
COc1ccc(OC)c(CNC(=O)C2CCN(S(=O)(=O)N3CCC(C)CC3)CC2)c1 | -7.7 | -2.7 | 1.3 | 0.3 | 0.6 | 1.1 | 22.2 | 14.4 | 2.5 | 2.2 | -20.7
CSc1c[n+]2c(n1C)CCC2 | 1.6 | -1.8 | 7.7 | -1.0 | -2.2 | 1.1 | -9.2 | 10.1 | 0.1 | -6.4 | -22.2
O=C(COC(=O)c1ccc[nH]c1=O)NCCCc1ccccc1 | -11.4 | -2.1 | -5.8 | 0.6 | -4.6 | -1.9 | -19.1 | 8.2 | 1.9 | -13.8 | 7.7
O=C(Nc1cnc2ccccn2c1=O)c1ccc(Cl)cc1Cl | -8.3 | -3.0 | -4.5 | 0.6 | -3.2 | -0.4 | 13.6 | 15.3 | 3.2 | -11.9 | 6.9
CC1CCN(S(=O)(=O)N2CCC(C(=O)NCc3ccc4c(c3)OCO4)CC2)CC1 | 2.3 | -1.4 | 14.8 | 0.8 | -1.2 | -1.3 | -6.9 | 7.3 | 2.2 | -6.5 | -18.7
O=C(COC(=O)c1ccc2c(c1)OCO2)NC1CCCCC1 | 13.6 | -1.6 | -6.0 | 0.9 | 0.7 | 1.2 | nt | 8.5 | 1.6 | 8.3 | 6.0
COc1ccc(C(CNC(=O)C(CCSC)NC(=O)c2ccccc2OC)N2CCCCC2)cc1 (stereo unspecified) | 6.1 | 1.2 | 4.0 | -1.3 | 2.3 | -0.1 | -3.9 | -6.1 | 1.5 | -13.8 | -1.4
Cc1onc(-c2ccccc2)c1C(=O)NNC(=S)NC(=O)/C=C/c1cccs1 | -2.2 | -4.5 | -5.8 | 2.5 | -0.5 | -1.6 | -14.6 | 24.4 | 3.3 | -5.5 | 14.6
COc1ccc(-c2noc(C3CCCN(C(=O)c4c(F)cccc4F)C3)n2)cc1OC (stereo unspecified) | -3.4 | 0.4 | -8.5 | 3.2 | 1.2 | 0.6 | -18.6 | -2.0 | 0.8 | 102.1 | -2.3
Cc1cc(C=O)c(C)n1-c1sc2c(c1C(=O)O)CCCC2 | -1.1 | -0.2 | 3.1 | 2.9 | 1.4 | -1.0 | -2.4 | 1.2 | 2.6 | 2.3 | -4.4
CC(=O)c1nn(-c2ccc(Cl)cc2)cc1C(=O)c1ccccc1 | 0.1 | 4.3 | -11.0 | 1.8 | 12.9 | 0.1 | -6.2 | -22.1 | 3.2 | -0.9 | -23.3
CC(NC(=O)CN1C(=O)NC2(CCCC2)C1=O)c1ccc2ccccc2c1 (stereo unspecified) | -7.1 | -4.0 | -15.9 | -1.4 | 2.5 | -3.5 | -6.9 | 15.8 | -1.1 | nt | 13.3
O=C(CN(C(=O)c1csnn1)c1cccc(C(F)(F)F)c1)NCCc1ccccc1 | 7.0 | -1.3 | -4.1 | 4.3 | -1.6 | 0.2 | -7.0 | 7.1 | 1.5 | -0.3 | -1.2
CNC(=O)c1sc(N2N=C3/C(=C/c4ccccc4)CCCC3C2c2ccccc2)nc1C (stereo unspecified) | -3.2 | -2.7 | -5.1 | 0.6 | 8.2 | -2.4 | -8.7 | 13.9 | nt | 8.6 | -11.7
Cc1ccc(OCCCCCN2CCOCC2)cc1 | -8.2 | -2.1 | -6.8 | nt | -0.2 | nt | 7.5 | 10.8 | 3.7 | 47.2 | -0.1
Cc1ccc(N2CCN(S(=O)(=O)c3ccc(F)c(C)c3)CC2)c(C)c1 | -1.2 | 3.4 | -4.5 | 3.6 | 2.4 | 0.9 | -4.4 | -13.9 | 4.5 | 2.6 | -12.7
COC(=O)c1ccc(S(=O)(=O)N2CCCN(Cc3ccccc3)CC2)n1C | 1.6 | -0.8 | -2.7 | 2.3 | 5.9 | 0.7 | -17.2 | 3.8 | 1.0 | -6.1 | 17.6
COc1ccc(S(=O)(=O)N2CCCCCC2)cc1C(=O)N1CCN(c2ccccc2C)CC1 | -8.2 | -1.9 | -4.9 | -0.2 | 10.1 | -0.6 | -5.6 | 7.9 | 9.9 | -3.5 | -33.0
O=c1c2ccccc2n(CC(O)CN2CCCCC2)c2ccccc12 (stereo unspecified) | nt | nt | nt | 3.8 | -7.5 | 0.2 | 0.2 | nt | 3.1 | -8.5 | nt
COc1ccc(CN(C)C(=O)C2CSC3(C)CCC(=O)N23)cc1 (stereo unspecified) | -15.3 | -2.0 | -7.4 | 2.1 | 0.2 | 2.1 | 47.4 | 10.4 | 1.2 | 4.2 | -1.9
CCOc1ccc(CN(C)C(=O)c2ccc(=O)[nH]c2)cc1 | 3.3 | -2.5 | -8.3 | 6.4 | -5.4 | -0.6 | 11.2 | 15.8 | -0.2 | 46.2 | 2.3
COc1ccc(C(=O)Nc2ccc3c(c2)C(=O)N(C)C3=O)cc1OC | -7.2 | -2.9 | 9.6 | 0.6 | -11.5 | 3.6 | -3.4 | 16.6 | nt | -8.5 | -3.5
CCCC(=O)Nc1cc(OC)c(OC)cc1C(=O)O | -3.1 | -1.6 | -2.5 | -1.9 | 10.4 | -2.1 | 47.5 | 9.4 | 1.1 | 1.4 | -21.6
CC1(C)Cc2nc(NCCCO)c(C#N)cc2CO1 | 7.9 | -0.3 | -7.7 | 1.4 | -6.5 | 1.0 | 0.7 | 1.7 | 1.8 | -6.4 | -5.8
CSc1snc(SCC(N)=O)c1C#N | -5.4 | -2.4 | -8.8 | 6.8 | 13.5 | 1.3 | -14.1 | 10.2 | 1.0 | 358.0 | -1.7
Cc1cc(Nc2ccccc2F)n2ncnc2n1 | 12.8 | -2.4 | -5.1 | 4.8 | -0.3 | -0.9 | 4.8 | 12.1 | 0.8 | -3.0 | 6.2
COc1ccc(S(=O)(=O)N2CCc3ccccc32)cc1[N+](=O)[O-] | 3.5 | 0.3 | -4.4 | -1.2 | 2.5 | 0.9 | -8.1 | -1.6 | 1.2 | -30.1 | -12.6
O=C(Nc1ccc(Cl)cc1-c1nc2ccccc2s1)c1ccco1 | -12.6 | -3.7 | -7.9 | 0.7 | 4.1 | -0.6 | nt | 20.0 | nt | -10.2 | -35.1
CP(C)(=O)CCP(=O)(c1ccccc1)c1ccccc1 | 5.4 | -0.9 | -0.7 | -2.0 | -5.6 | -2.2 | 1.1 | 4.8 | 2.6 | -4.4 | -12.1
O=C(Cc1ccc(S(=O)(=O)N2CCOCC2)s1)N1CCN(S(=O)(=O)c2cccc([N+](=O)[O-])c2)CC1 | -13.7 | 2.3 | -7.4 | 0.5 | -2.1 | 2.8 | nt | -14.7 | 3.3 | -10.4 | 8.9
COc1cccc(NC(=O)C(=O)N2CCOCC2)c1 | -2.9 | -1.3 | -1.3 | 0.2 | -6.2 | 0.2 | -3.1 | 6.8 | 1.8 | 244.6 | -0.2
O=C(CSc1ncnc2ccccc12)NCc1ccco1 | -3.9 | -1.8 | 1.7 | -1.2 | ? | -3.2 | -4.7 | 9.8 | 2.9 | -12.8 | 7.3
C[C@H](NC(=O)c1ccccc1Cl)C(=O)OCCOc1cccc(Cl)c1 | -12.1 | -1.3 | -2.1 | -0.8 | -1.8 | -1.0 | 19.7 | 6.8 | 2.4 | 489.3 | -20.2
CCCC(=O)Nc1ccc2c(c1)COC2=O | -2.4 | -1.4 | -5.7 | 1.4 | 0.8 | -0.4 | nt | 6.5 | 2.3 | 131.4 | 9.4
CC(=O)N1CCN(c2ccc(S(=O)(=O)NCCN(C(C)C)C(C)C)cc2[N+](=O)[O-])CC1 | 13.6 | -0.1 | 0.7 | 2.8 | -2.4 | 2.4 | 8.4 | 0.7 | 0.4 | 7.9 | 5.2
COc1cccc(C(=O)OCC(=O)Nc2cc(C)c(C)cc2[N+](=O)[O-])c1 | -2.9 | -0.6 | -18.9 | 1.8 | -9.0 | -1.6 | 2.5 | 3.5 | 5.3 | -29.0 | -4.0
O=S(=O)(NCc1ccc(Cl)cc1)c1ccc(Cl)nc1 | 5.2 | -1.2 | -2.8 | 0.6 | 1.5 | 0.2 | 5.0 | 6.9 | 1.5 | 10.3 | 4.3
COc1ccccc1N(CC(=O)Nc1ccccc1C(=O)NC(C)C)S(C)(=O)=O | -4.9 | -2.4 | -12.7 | 1.2 | -7.3 | -2.9 | -13.4 | 13.5 | 0.5 | nt | -1.8
CNc1ccc([N+](=O)[O-])cc1-c1nc2ccccc2[nH]c1=O | -15.9 | -2.5 | -5.1 | -3.2 | -1.8 | 0.4 | -3.4 | 13.3 | 3.3 | 6.7 | -8.4
CCOC(=O)c1ccccc1NC(=O)CSc1nccn1C | 8.8 | -3.0 | -11.8 | -2.5 | -10.3 | -0.3 | 22.6 | 14.7 | 2.1 | -1.4 | -2.6
Cc1ccc(-c2nc(CSCC(=O)NCC3CCCO3)c(C)o2)cc1 (stereo unspecified) | -3.1 | -0.5 | 1.1 | 4.4 | -9.0 | 1.3 | 31.8 | 2.4 | -0.5 | -2.3 | 14.5
Cc1c(OCC(F)(F)F)ccnc1CSc1nc2ccccc2[nH]1 | -2.3 | -0.4 | 2.1 | 1.8 | 6.0 | 2.5 | 7.8 | 2.0 | 0.6 | 15.2 | -17.0
